Bioassay records: PubChem BioAssay, several laboratories
KKLEB cytotox: CF airway cell cytotoxicity counter-screen | KKLEB CF airway cells viability, ATPlite luminescence, overnight; stronger effect = lower value; cells stimulated with P. aeruginosa culture filtrate | activity change (cytotoxicity), % at 5 µM | hit rate 0.36% among 360,000 | AID 602141;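 active means corrected activity change at or below -50% at 5 µM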
TROY signal inh: blocks TROY-dependent signaling in reporter cells | Q293 LMP1-TROYcd NF-kB luciferase reporter, 4 h | AID 1347056 | hit rate 0.98% among 360,000 | inhibition, % at 10 µM;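 active means compounds whose plate-normalised and pattern-corrected inhibition of the luciferase reporter signal at the single screening dose is 50% or more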
Shn3 inh set2: inhibitors of Schnurri-3 3'UTR reporter in osteoblasts. Clone20 osteoblast Shn3 3'UTR firefly luciferase, 24 h. inhibition, % at 12.5 µM. hit rate 0.52% among 360,000. AID 588674;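 active means mean inhibition of at least 75% with every replicate also reaching 75%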;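 further: 0% = median of neutral control wells and 100% = pilot-screen positive control compound; some compounds past the cut are filed as inactive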
EBV LMP1 NFkB: Epstein-Barr LMP1 NF-kappaB reporter inhibition | LMP1-induced NF-kappaB luciferase reporter cells, luminescence | inhibition, % at 12.5 µM | hit rate 0.69% among 350,000 | AID 504558; in the data active means inhibition above about 41%;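 further: 0% = neutral control wells and 100% = reference inhibitor control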
COUP-TFII inh: blocks human COUP-TFII nuclear receptor; hit rate 0.7% among 370,000; HEK293T NGFI-A luciferase reporter, luminescence; inhibition, % at 8.6 µM; P24468;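 active means inhibition above a per-plate cutoff, mean inhibition of test wells between control levels plus 3 SD, cut at about 38% in these data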;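 further: cells cotransfected with COUP-TFII expression vector driving the NGFI-A reporter; 0% = median of COUP-TF2 test wells and 100% = reporter-only cells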
Target sequence (P24468 whole entry, looked up): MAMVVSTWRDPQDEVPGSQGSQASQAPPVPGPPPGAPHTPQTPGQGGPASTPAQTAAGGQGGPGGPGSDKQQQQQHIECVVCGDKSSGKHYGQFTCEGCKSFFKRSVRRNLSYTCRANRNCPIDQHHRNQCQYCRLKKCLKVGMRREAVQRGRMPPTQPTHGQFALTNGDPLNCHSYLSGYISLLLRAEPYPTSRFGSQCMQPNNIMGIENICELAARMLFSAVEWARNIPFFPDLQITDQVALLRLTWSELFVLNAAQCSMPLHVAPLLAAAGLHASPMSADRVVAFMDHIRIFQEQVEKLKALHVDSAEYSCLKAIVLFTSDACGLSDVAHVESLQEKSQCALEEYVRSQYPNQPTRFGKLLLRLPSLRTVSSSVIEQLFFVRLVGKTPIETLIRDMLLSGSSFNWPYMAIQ
SRC3 inh: human NCOA3 inhibition; inhibition, % at 3.6 µM; AID 588352; HEK293 GAL4-SRC3 luciferase reporter, luminescence; Q9Y6Q9; hit rate 0.17% among 360,000;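 active means inhibition above a per-campaign cutoff, the mean of all compounds plus 3 SD, cut at about 60% in these data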;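 further: 0% = DMSO-treated cells and 100% = gossypol-treated cells at 36 µM; higher means less SRC3-driven luciferase light from the GAL4 reporter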
SRC1 inh: human NCOA1 inhibition; Q15788; HEK293 GAL4-SRC1 luciferase reporter, luminescence; hit rate 0.12% among 360,000; inhibition, % at 3.6 µM;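 active means inhibition above the campaign mean plus 3 SD, with each screening campaign given its own cutoff, cut at about 60% in these data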;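 further: 0% = DMSO treated cells and 100% = gossypol at 36 µM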
NR5A2 inv ag: suppresses constitutive activity of human LRH-1 | O00482 | hit rate 0.13% among 360,000 | HEK293T StAR-luciferase reporter, LRH-1 transfected, 24 h | inhibition, % at 3.6 µM;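 active means inhibition above the mean inhibition of all tested compounds plus 3 SD, cut at about 73% in these data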;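 further: 0% = DMSO wells and 100% = reporter-only cells lacking LRH-1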
Target sequence (O00482 whole entry, looked up): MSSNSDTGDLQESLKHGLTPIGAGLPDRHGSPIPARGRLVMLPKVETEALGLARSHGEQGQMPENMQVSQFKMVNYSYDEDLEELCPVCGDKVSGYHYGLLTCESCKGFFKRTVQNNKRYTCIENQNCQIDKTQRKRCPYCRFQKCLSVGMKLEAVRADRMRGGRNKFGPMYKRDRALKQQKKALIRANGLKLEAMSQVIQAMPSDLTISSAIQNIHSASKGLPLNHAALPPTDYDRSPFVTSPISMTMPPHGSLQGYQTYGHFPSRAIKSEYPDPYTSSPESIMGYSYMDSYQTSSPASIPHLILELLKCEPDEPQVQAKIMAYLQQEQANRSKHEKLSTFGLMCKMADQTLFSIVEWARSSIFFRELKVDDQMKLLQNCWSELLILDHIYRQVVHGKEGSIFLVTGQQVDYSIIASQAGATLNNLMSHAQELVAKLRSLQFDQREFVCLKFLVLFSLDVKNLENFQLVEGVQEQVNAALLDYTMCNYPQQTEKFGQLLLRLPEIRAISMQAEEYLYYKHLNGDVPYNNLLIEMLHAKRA
C8 TRAIL sens: sensitizes caspase-8 expressing cells to TRAIL; NB7+C8 cells + TRAIL, ATPlite viability luminescence; inhibition (viability loss, TRAIL sensitization), % at 10 µM; hit rate 1% among 360,000; AID 624354;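 active means compounds causing at least 50% loss of cell viability in the single-dose screen, relative to plate controls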
TWEAK-Fn14 inh: TWEAK-Fn14 signaling inhibition. TWEAK-stimulated Fn14 reporter cells, luciferase luminescence, 8 h. inhibition, % at 10 µM. hit rate 2% among 360,000; in the data active means inhibition above about 50%
CF NFkB block: inhibitors of cystic fibrosis induced NF-kB; KKLEB NF-kB-GFP reporter, PAF-induced, GFP fluorescence overnight; inhibition, % at 5 µM; hit rate 0.86% among 360,000;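 active means at least 50% inhibition at 5 µM, scaled per plate between neutral and stimulator controls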;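 further: PAF is a Pseudomonas aeruginosa culture filtrate used as stimulus; plate controls were PAF-stimulated DMSO wells for no effect and unstimulated DMSO wells for full effect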
An asterisk follows results filed as active; . = no result given.

SMILES | KKLEB cytotox | TROY signal inh | Shn3 inh set2 | EBV LMP1 NFkB | COUP-TFII inh | SRC3 inh | SRC1 inh | NR5A2 inv ag | C8 TRAIL sens | TWEAK-Fn14 inh | CF NFkB block
COc1cccc(NS(=O)(=O)c2ccc3c(c2)N(C(C)=O)CCS3)c1 | 7 | 5 | 43 | -3 | -1 | -1 | -1 | -3 | 15 | 3 | -3
Cc1cccc(C=NOCCc2ccccc2)n1 | 4 | -70 | -43 | -25 | -22 | -89 | -87 | -72 | -4 | 2 | 11
CCc1nc2ccc(C(=O)NCc3cccs3)cn2c1N(C)Cc1nccs1 | -10 | -13 | -5 | . | -13 | -4 | 9 | -1 | -3 | -20 | 27
Cc1ccccc1C(=O)NC1CCN(Cc2nnnn2CCc2ccccc2)CC1 | 4 | -3 | -3 | 3 | 7 | 0 | 8 | -19 | -11 | 13 | 6
CN(C(=O)Nc1cccc(C(F)(F)F)c1)C1CCCCC1 | 5 | -18 | -5 | 1 | 12 | 16 | -11 | -13 | -9 | -2 | -1
Cc1ccccc1OCC(=O)Nn1c(COc2ccccc2)nc2ccccc2c1=O | 4 | -53 | 1 | -7 | -12 | 9 | -12 | 12 | 15 | -14 | 6
O=C(NCc1ccco1)C1CCCN1C(=O)NCc1ccccc1 (stereo not given) | 7 | -7 | -30 | -3 | -5 | 1 | -2 | -1 | 4 | -5 | 12
N/C(=N\OC(=O)CCc1ccccc1)c1cccnc1 | 12 | -73 | -17 | -8 | -13 | 8 | -11 | -28 | -1 | 1 | -16
CCOc1ccc(CCN2C(=O)C(=O)N([C@@H](Cc3ccccc3)CN3CCC[C@H]3CN3C(=O)C(=O)NC[C@@H]3Cc3ccc(O)cc3)C[C@@H]2CC(C)C)cc1 | . | 3 | . | . | -9 | . | . | -24 | 15 | 6 | .
COc1cccc(Nc2nc3ccccc3nc2NS(=O)(=O)c2ccc(NC(C)=O)cc2)c1 | -7 | 6 | -6 | -1 | . | 12 | 7 | 12 | 7 | -34 | -7
O=C(COc1ccccc1F)NCCc1ccc2c(c1)OCCO2 | -1 | 30 | -13 | 8 | -22 | -12 | 15 | -17 | 0 | 43 | -18
CN(C)c1ccc(NC(=O)C2C3C=CC(C3)C2C(=O)O)cc1 (stereo not given) | 1 | -5 | -37 | -4 | 11 | 16 | 11 | -23 | 20 | 42 | -23
O=C(NCCc1ccccc1)C(=O)NCC1OCCN1S(=O)(=O)c1ccc(Cl)cc1 (stereo not given) | 0 | 0 | -9 | -10 | 18 | 19 | 16 | 9 | 16 | 12 | 10
O=C(CSc1ccc2nnc(-c3cccnc3)n2n1)Nc1ccc(F)cc1F | -6 | -18 | 0 | -4 | -1 | 7 | -1 | 2 | 6 | 8 | -1
CCCCOc1ccc(Br)cc1/C(C)=N/NC1=NCCN1 | -18 | 31 | 88* | 28 | -9 | 23 | 10 | 28 | -3 | 51* | 34
C=CCc1ccc(O)c(-c2ccc(O)c(CC=C)c2)c1 | -4 | 10 | -28 | -9 | -20 | 9 | -1 | 6 | 0 | 29 | 9
COc1cc(C=O)ccc1OS(=O)(=O)c1ccccc1[N+](=O)[O-] | 2 | -15 | -46 | 31 | -20 | -1 | 11 | -1 | -4 | 1 | -7
CCCN1C(=O)CC(=O)N=C1SCC(=O)Nc1ccccc1F | 5 | -10 | -9 | -4 | 18 | 8 | -9 | 0 | -10 | -3 | 6
c1ccc(-c2nn3c(Cn4nnc5ccccc54)nnc3s2)cc1 | 12 | -31 | -7 | -13 | -21 | 1 | -2 | 16 | -12 | -12 | -12
CCOC(=O)c1c(C)[nH]c(C(=O)COc2ccc3ccc(=O)oc3c2)c1C | -16 | 22 | 40 | 10 | -10 | -28 | 0 | 4 | 16 | 3 | 22
Cc1cc(NNC(=O)c2ccccc2)nc(NNC(=O)c2ccccc2)n1 | -9 | 12 | 0 | 2 | -26 | -5 | -48 | 14 | -2 | 1 | 10
Cc1ccc(NC(=O)Nc2nnc(-c3ccccc3F)s2)cc1 | 6 | -65 | -43 | -21 | -1 | 4 | -4 | -8 | -4 | -12 | -8
Cc1cccc(NC(=O)[C@H](NC(=O)[C@@H]2Cc3ccccc3CN2)c2ccccc2)c1 | -4 | -34 | -21 | 4 | 1 | 0 | -9 | -15 | -5 | -3 | 1
Cc1ccccc1Cn1nnc(-c2ccc(F)cc2)n1 | 9 | -12 | -16 | -22 | 10 | 2 | 3 | 6 | 0 | -21 | 15
CCOC(=O)c1cc(-c2csc(COc3ccccc3Cl)n2)on1 | 4 | -18 | -4 | 4 | 14 | 17 | -1 | -3 | 10 | 1 | -4
Following part
SMILES | KKLEB cytotox | TROY signal inh | Shn3 inh set2 | EBV LMP1 NFkB | COUP-TFII inh | SRC3 inh | SRC1 inh | NR5A2 inv ag | C8 TRAIL sens | TWEAK-Fn14 inh | CF NFkB block
O=C(NCc1ccco1)NC(=O)c1csc([N+](=O)[O-])c1 | -6 | 12 | -12 | 0 | 1 | 15 | -10 | -3 | -6 | -10 | 3
CC(C)C(=O)Nc1cc(-c2nc3ncccc3o2)ccc1Cl | -7 | -8 | 17 | 7 | 6 | -12 | 12 | -2 | -2 | -16 | -3
CC(NC(=O)c1ccc(C(F)(F)F)cc1)C(c1ccccc1)N1CCOCC1 (stereo not given) | 5 | -3 | -2 | 8 | 11 | -8 | 8 | 7 | 27 | -11 | 10
Nc1cnccc1C(=O)O | 7 | 3 | 2 | -6 | -8 | 7 | 6 | -6 | 6 | 1 | -9
O=C1NCCc2c1[nH]c1c(Cl)ccc(Cl)c21 | -15 | 41 | 3 | 23 | 26 | 22 | 22 | -3 | -2 | 39 | 56*
O=C(NCc1ccco1)C1CC(O)CN1C(=O)Nc1ccccc1 (stereo not given) | -13 | 14 | -5 | 3 | -4 | 2 | 0 | 7 | 15 | 8 | 1
O=C(C1CCCO1)N1CCN(C(=S)Nc2ccccc2Cl)CC1 (stereo not given) | 8 | 4 | 11 | 11 | -6 | 3 | -3 | 18 | 8 | 0 | 14
Cc1ccsc1CN(C)CC(=O)Nc1cccc(S(=O)(=O)N(C)c2ccccc2)c1 | -7 | 11 | 31 | -6 | -13 | 8 | -21 | 0 | -6 | 8 | 15
O=C1C=C(c2cc(F)ccc2F)C[C@@H](c2ccc(Cl)cc2)C1 | -15 | -9 | 8 | -5 | 7 | 13 | -2 | -11 | -6 | -42 | 40
Cc1ccc(Cl)cc1NC(=O)CCn1cccc1 | -3 | 7 | -1 | 2 | 12 | 11 | 7 | 6 | 7 | 6 | -4
Cc1ccccc1OCC(=O)NCC1CCCO1 (stereo not given) | -8 | -10 | 8 | 2 | -2 | 11 | -14 | -10 | 5 | -14 | -4
O=C(c1ccccc1)c1ccc(-c2ccc(O)cc2)cc1 | 4 | -25 | -37 | -15 | -8 | -57 | -65 | -58 | 29 | -1 | -49
O=CC(=Cc1ccccc1)c1ccccc1 | -1 | 0 | -24 | -2 | -11 | -11 | 2 | -16 | -4 | -7 | 6
O=C(Nc1nc2ccccc2[nH]1)c1cccs1 | -11 | -21 | -24 | -1 | -26 | -72 | -90 | -148 | 44 | 45 | -32
COCCN(C(=O)C1=COCCO1)c1c(N)n(CC(C)C)c(=O)[nH]c1=O | 19 | 11 | -5 | -4 | 7 | 15 | -6 | 15 | 5 | 5 | -8
Cc1ccc(C(=O)/C=C/Nc2ccc(S(=O)(=O)Nc3onc(C)c3C)cc2)cc1 | -9 | -88 | 3 | -7 | -21 | -13 | -30 | -72 | -4 | -32 | 23
COc1cc2c(cc1NC(=O)Nc1ccccc1)oc1ccccc12 | 2 | -12 | 16 | -14 | -18 | -1 | -11 | -37 | 32 | 9 | 6
COc1ccccc1C(=O)Nc1ccccc1N1CCOCC1 | -5 | -20 | 7 | 2 | 18 | 5 | -10 | 15 | -4 | -4 | 0
CC(C)Oc1cccc(C(=O)C2CCCN(S(C)(=O)=O)C2)c1 (stereo not given) | -15 | -24 | 2 | -5 | 12 | -9 | -6 | 8 | -1 | -10 | 13
O=C(COc1ccc(/C=N/NC(=O)C(=O)N2CCCCC2)cc1)Nc1ccccc1Cl | -2 | -23 | 5 | -5 | 0 | -8 | -18 | 11 | 2 | -20 | -5
COc1cccc2cc(C(=O)N3CCN(c4ccccn4)CC3)c(=O)oc12 | -5 | -19 | 2 | -3 | 9 | -28 | -9 | -18 | 2 | 11 | -1
O=C(CCNS(=O)(=O)c1ccccc1)NCC1CCCCC1 | -1 | 8 | 7 | -2 | -1 | 0 | -4 | 14 | 11 | -18 | 14
Cc1cc(NC(=O)CCCN2C(=O)c3cccnc3C2=O)no1 | 3 | 5 | 1 | -3 | 23 | 6 | 13 | 8 | 1 | -5 | 5
O=C1C2C(c3ccccc3)C=CC(c3ccccc3)C2C(=O)N1C1CCCCC1 (stereo not given) | 0 | -4 | 24 | 4 | 7 | 19 | 5 | 20 | -3 | 13 | 10
O=C(O)COc1nsnc1N1CCOCC1 | 2 | -10 | 3 | 4 | -1 | 3 | -8 | -3 | -21 | -7 | 16
N[C@@H](Cc1ccccc1)C(=O)N1CCOCC1 | -9 | -6 | -4 | 2 | -6 | 1 | 10 | 25 | 10 | 2 | 15

An excerpt from above in order of length of the SMILES, largest number first:
SMILES | KKLEB cytotox | TROY signal inh | Shn3 inh set2 | EBV LMP1 NFkB | COUP-TFII inh | SRC3 inh | SRC1 inh | NR5A2 inv ag | C8 TRAIL sens | TWEAK-Fn14 inh | CF NFkB block
O=C1C=C(c2cc(F)ccc2F)C[C@@H](c2ccc(Cl)cc2)C1 | -15 | -9 | 8 | -5 | 7 | 13 | -2 | -11 | -6 | -42 | 40
CC(C)Oc1cccc(C(=O)C2CCCN(S(C)(=O)=O)C2)c1 (stereo not given) | -15 | -24 | 2 | -5 | 12 | -9 | -6 | 8 | -1 | -10 | 13
N[C@@H](Cc1ccccc1)C(=O)N1CCOCC1 | -9 | -6 | -4 | 2 | -6 | 1 | 10 | 25 | 10 | 2 | 15
O=C(O)COc1nsnc1N1CCOCC1 | 2 | -10 | 3 | 4 | -1 | 3 | -8 | -3 | -21 | -7 | 16

Single values from the list:
Entry of COc1ccccc1C(=O)Nc1ccccc1N1CCOCC1 under SRC3 inh: 5
Entry of CCCCOc1ccc(Br)cc1/C(C)=N/NC1=NCCN1 under Shn3 inh set2: 88*
Entry of Cc1cccc(NC(=O)[C@H](NC(=O)[C@@H]2Cc3ccccc3CN2)c2ccccc2)c1 under SRC1 inh: -9
Entry of CCOc1ccc(CCN2C(=O)C(=O)N([C@@H](Cc3ccccc3)CN3CCC[C@H]3CN3C(=O)C(=O)NC[C@@H]3Cc3ccc(O)cc3)C[C@@H]2CC(C)C)cc1 under COUP-TFII inh: -9
Entry of Cc1ccccc1OCC(=O)Nn1c(COc2ccccc2)nc2ccccc2c1=O under COUP-TFII inh: -12

This is a subset; the hit share may differ from the screen's.
